mIAP block = blocks mouse intestinal alkaline phosphatase; purified mouse IAP, CDP-Star luminescence, 30 min; inhibition, % at 10 µM; 0.2% of 330,000 active; AID 2806;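 active = inhibition of at least 40% at 10 µM in the primary screen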;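 note: plate controls were DMSO with enzyme for no effect and no enzyme wells for full effect; values of inactives mirror those of a sister screen read the other way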
ATG4B inhibitor = ATG4B (human) cysteine protease inhibition; ATG4B cleavage of LC3-PLA2, NBD-HPC fluorescence, 1 h; inhibition, % at 8.33 µM; 0.51% of 340,000 active; in the data active = inhibition above about 40%
hIAP block = human IAP inhibition; P09923; purified IAP, CDP-Star luminescence, 30 min; AID 2544; inhibition, % at 10 µM; 0.12% of 330,000 active;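 active = inhibition reaching a set limit with compound at 10 µM in the primary screen, cut at about 35% in these data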;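 note: plate controls were DMSO wells with enzyme for no effect and no-enzyme buffer wells for full effect; values of inactives mirror those of a sister screen read the other way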
Apaf1 inhib = blocks human Apaf-1 apoptosome activity; AID 489030; reconstituted apoptosome caspase-3 activity, DEVD-Rh110 fluorescence; 0.71% of 330,000 active; inhibition, % at 20 µM; O14727; active = inhibition of at least 40% at 20 µM;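 note: plate controls were DMSO wells for no effect and DEVD-CHO caspase inhibitor wells for full effect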
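Medium: Hepes buffer, pH 7.5 / System: biochemical Apaf-1 apoptosome reconstitution / Measured by: Rh110 fluorescence, excitation 480 nm, emission 540 nm / Times: compound with Apaf-1, dATP, procaspase-3 30 min, then 50 min reaction, room temperature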
hIAP act = increases human intestinal alkaline phosphatase activity; P09923; purified human IAP, CDP-Star luminescence, 30 min; active compounds read high; 1 = vehicle-only enzyme, 0 = enzyme-free background; activation factor at 10 µM; 0.16% of 330,000 active;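 active = activation factor of the enzyme at least 2-fold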; note: the source names both 10 and 20 µM as test concentration; values of inactives mirror those of a sister screen read the other way
TIM10 inh = growth inhibitors of TIM10 yeast strain; S. cerevisiae TIM10 strain growth, BacTiter-Glo luminescence, 24 h; inhibition, % at 10 µM; 1.4% of 330,000 active; AID 463195;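 active = inhibition of 40% or more at the single tested concentration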;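 note: wild-type TIM10 isogenic control strain grown at permissive 25 °C; 0% = DMSO yeast wells and 100% = minimal medium wells without yeast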
mIAP activ = mouse IAP activation; AID 2805; 0.24% of 330,000 active; activation factor at 10 µM; muIAP, CDP-Star luminescence, 30 min; active compounds read high; 1 = vehicle-only enzyme signal, 0 = enzyme-free wells;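 active = activation factor of at least 2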; note: the source names both 10 and 20 µM as test concentration; values of inactives mirror those of a sister screen read the other way
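Assay system: mouse IAP enzyme; Reagent: CDP-Star chemiluminescent phosphatase substrate; Compound: DMSO-dissolved test compounds; Incubation: 30 min, room temperature; Technique: luminescence from enzymatic CDP-Star hydrolysis; Controls: DMSO-only wells and no-enzyme negative control.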
NLRP3 yeast inh = inhibitors of NALP3 inflammasome in yeast; Yeast reconstituted NLRP3/ASC/caspase-1, beta-gal luminescence, 24 h; inhibition, % at 10 µM; 0.39% of 330,000 active; AID 2825;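 active = inhibition of 50% or more; inactive = inhibition below 50%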;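 note: plate controls were induced DMSO wells for no effect and uninduced yeast grown without galactose for full effect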
tim10-1 inh = tim10-1 yeast growth inhibition. inhibition, % at 20 µM. 2.2% of 330,000 active. S. cerevisiae tim10-1 ts strain growth, BacTiter-Glo, 24 h;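 active = inhibition of at least 40%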;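 note: mutant grown at 25 °C; 0% = DMSO wells with yeast and 100% = wells holding no yeast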
* = called active by the depositor; nt = no result given.

no.	structure	mIAP block	ATG4B inhibitor	hIAP block	Apaf1 inhib	hIAP act
1	CCOc1cc(NC(=S)Nc2cccc(OC)c2)c(OCC)cc1NC(=O)C(C)C	1	-8	-11	6	1.1
2	CCn1c(-c2cc(-c3ccc(C)c(C)c3)nc3ccccc23)n[nH]c1=S	10	nt	-24	22	1.2
3	CNC(=O)C1=C(C)NC(=S)NC1c1cc2c(cc1OC)CCCC2 (centres undefined)	4	-7	17	-11	0.83
4	O=C1C2C3C=CC(C3)C2C(=O)N1Cc1ccc(CN2C(=O)C3C4C=CC(C4)C3C2=O)cc1 (centres undefined)	0	-24	24	-8	0.76
5	Cc1ccc(S(=O)(=O)N2CCC(C(=O)N[C@@H](Cc3ccccc3)C(=O)O)CC2)cc1	4	-7	-3	-1	1
6	CCOC(=O)c1cccc(NC(=O)CC2Oc3ccccc3NC2=O)c1 (centres undefined)	6	-1	-1	2	1
7	CCN(CC)c1ccc(CNCc2cccs2)cc1	0	1	-15	-14	1.2
8	CCCNC(=S)N1CC2(C)CN(C(=O)C(=O)OCC)CC(C)(C1)C2=O	0	9	-8	-15	1.1

no.	TIM10 inh	mIAP activ	NLRP3 yeast inh	tim10-1 inh
1	-3	0.99	19	-6
2	35	0.9	47	47*
3	6	0.96	20	4
4	9	1	7	17
5	-22	0.95	15	13
6	20	0.94	10	5
7	2	1	19	16
8	1	0.99	10	7

Additional records.
no.	structure	mIAP block	ATG4B inhibitor	hIAP block	Apaf1 inhib	hIAP act
9	CCCc1cc(C(=O)N(C)CC(=O)Nc2ccc(OCC)c(OCC)c2)sc1C	-24	2	-2	21	1
10	CN(C)C(=S)Nc1ccc2ccccc2c1	-2	-13	15	-4	0.85
11	Cc1ccc(CNC(=O)CSc2nc(C)cc(C)c2C#N)cc1	3	-3	6	15	0.94
12	COCC(=O)N1CCC(Oc2ccc(C(=O)NC3CCOC(C)(C)C3)cc2)CC1 (centres undefined)	-6	4	0	-3	1
13	CN(C)CCCOc1nc2c(c(=O)n(C)c(=O)n2C)n1C	-3	-3	8	-3	0.92
14	CCCCNC(=O)c1ccc(CS(=O)(=O)c2ccccc2OC)o1	-4	-1	3	9	0.97
15	CCOC(=O)c1ccc(NC(=O)NCc2c(C)nn(CC)c2C)cc1	-54	-3	-25	-2	1.2
16	O=S(=O)(NCc1ccc(C(F)(F)F)cc1)c1ccc(-n2cnnn2)cc1	3	-7	3	5	0.97

no.	TIM10 inh	mIAP activ	NLRP3 yeast inh	tim10-1 inh
9	-15	1.2	-5	1
10	-4	1	16	3
11	1	0.97	34	18
12	14	1.1	5	-1
13	-9	1	11	2
14	-3	1	6	6
15	-20	1.5	-11	3
16	-13	0.97	26	0

Remaining list, next part.
no.	structure	mIAP block	ATG4B inhibitor	hIAP block	Apaf1 inhib	hIAP act
17	COc1cc(C(=O)Nc2nc(OC)c(-c3ccccc3)c(OC)n2)cc(OC)c1OC	14	0	6	4	0.94
18	CCCCC1CCC(C(=O)NCC(c2ccco2)N2CCOCC2)CC1 (centres undefined)	3	nt	3	6	0.97
19	CCn1c(SCC(=O)NCC2CCCO2)nc2c([nH]c3ccccc32)c1=O (centres undefined)	-2	-7	-18	-1	1.2
20	CCOC(=O)c1cc(-c2ccccc2C)nn1CC1CC(c2cccnc2)=NO1 (centres undefined)	3	-11	13	16	0.87
21	CCOC(=O)Cn1cc(/C=C/[N+](=O)[O-])c2ccccc21	12	-4	7	-3	0.93
22	O=C(NCc1nnc(SCC(=O)N2CCCC2)o1)c1ccc(F)cc1	1	-1	2	8	0.97
23	CCOc1cc(/C=N/NC(=O)c2ccccc2-n2cccc2)ccc1O	-2	-4	-5	-6	1
24	CCS(=O)(=O)c1nc(S(=O)(=O)c2ccc(C)cc2)c(N2CCC(C)CC2)s1	2	3	18	10	0.82

no.	TIM10 inh	mIAP activ	NLRP3 yeast inh	tim10-1 inh
17	9	0.86	17	9
18	28	0.97	-1	28
19	-2	1	15	-8
20	-2	0.97	19	-11
21	26	0.88	-18	21
22	6	0.99	12	14
23	21	1	-9	15
24	18	0.98	3	38

From no. 15 up to 23, as listed above:
no.	structure	mIAP block	ATG4B inhibitor	hIAP block	Apaf1 inhib	hIAP act
15	CCOC(=O)c1ccc(NC(=O)NCc2c(C)nn(CC)c2C)cc1	-54	-3	-25	-2	1.2
16	O=S(=O)(NCc1ccc(C(F)(F)F)cc1)c1ccc(-n2cnnn2)cc1	3	-7	3	5	0.97
17	COc1cc(C(=O)Nc2nc(OC)c(-c3ccccc3)c(OC)n2)cc(OC)c1OC	14	0	6	4	0.94
18	CCCCC1CCC(C(=O)NCC(c2ccco2)N2CCOCC2)CC1 (centres undefined)	3	nt	3	6	0.97
19	CCn1c(SCC(=O)NCC2CCCO2)nc2c([nH]c3ccccc32)c1=O (centres undefined)	-2	-7	-18	-1	1.2
20	CCOC(=O)c1cc(-c2ccccc2C)nn1CC1CC(c2cccnc2)=NO1 (centres undefined)	3	-11	13	16	0.87
21	CCOC(=O)Cn1cc(/C=C/[N+](=O)[O-])c2ccccc21	12	-4	7	-3	0.93
22	O=C(NCc1nnc(SCC(=O)N2CCCC2)o1)c1ccc(F)cc1	1	-1	2	8	0.97
23	CCOc1cc(/C=N/NC(=O)c2ccccc2-n2cccc2)ccc1O	-2	-4	-5	-6	1

no.	TIM10 inh	mIAP activ	NLRP3 yeast inh	tim10-1 inh
15	-20	1.5	-11	3
16	-13	0.97	26	0
17	9	0.86	17	9
18	28	0.97	-1	28
19	-2	1	15	-8
20	-2	0.97	19	-11
21	26	0.88	-18	21
22	6	0.99	12	14
23	21	1	-9	15

Remaining list, next part.
no.	structure	mIAP block	ATG4B inhibitor	hIAP block	Apaf1 inhib	hIAP act
25	O=C(c1ccccc1)N1CCN(C2c3cccc4cccc(c34)C2NS(=O)(=O)c2ccccc2)CC1 (centres undefined)	-24	21	-23	30	1.2
26	Cc1ccccc1-c1nc(CS(=O)(=O)CC(=O)NCCCN2CCCC2)c(C)o1	6	-6	13	38	0.87
27	CCOc1cc(/C=C/c2cccc[n+]2C)ccc1OCC(=O)Nc1ccc(C)cc1	7	-12	12	3	0.88
28	COc1cccc(/C=C/C(=O)OCC(=O)Nc2cccc(S(=O)(=O)NC3=NCCCCC3)c2)c1	3	-14	4	13	0.96
29	CC(C)CC(=O)Nc1ccc(OCC(=O)O)cc1	0	-6	1	0	0.99
30	Clc1ccc(-c2csc3ncnc(NCCN4CCOCC4)c23)cc1	-4	-12	13	10	0.87
31	O=C(NNC(=S)Nc1ccc(Cl)c(Cl)c1)c1ccccn1	1	0	-82	-6	1.8
32	CCCn1cc(S(=O)(=O)c2ccc(OC)cc2)c(=O)c2cc(OC)ccc21	-12	1	-21	12	1.2

no.	TIM10 inh	mIAP activ	NLRP3 yeast inh	tim10-1 inh
25	22	1.2	-1	23
26	-1	0.94	-6	2
27	15	0.93	-11	-8
28	0	0.97	15	1
29	7	1	-5	-3
30	37	1	-11	32
31	3	0.99	16	-3
32	5	1.1	11	-5

(further entries)
no.	structure	mIAP block	ATG4B inhibitor	hIAP block	Apaf1 inhib	hIAP act
33	Cc1ccc(NC(=O)CCN2C(=O)c3cccc4cccc(c34)C2=O)cc1	-2	-8	-7	1	1.1
34	CCOC(=O)N1CCN(C(=O)CN(c2ccc(C)cc2)S(=O)(=O)c2c(C)noc2C)CC1	2	0	-9	-5	1.1
35	CCN(CC(=O)N1CCN(Cc2ccccc2)CC1)S(=O)(=O)c1ccccc1	0	-5	-36	8	1.4
36	OCC[C@@H]1C[C@@H](O)[C@H](O)[C@@]2(Cc3ccccc3CCO2)O1	2	2	12	0	0.88
37	CC(=O)C1=C(O)C(=O)OC1c1ccc(C)cc1 (centres undefined)	-6	-2	5	-4	0.95
38	Nc1oc2ccccc2c1C(=O)Cc1ccccc1O[C@@H]1O[C@H](CO)[C@@H](O)[C@H](O)[C@H]1O	14	-4	0	6	1
39	O=C(NCCN1CCCCC1)Nc1ccc(F)cc1	5	1	4	-16	0.96
40	CCN(CC)CCN1C(=O)C(O)=C(C(=O)c2cc3cccc(OC)c3o2)C1c1ccc(F)cc1 (centres undefined)	-1	-5	-4	-2	1

no.	TIM10 inh	mIAP activ	NLRP3 yeast inh	tim10-1 inh
33	-13	1	17	8
34	14	0.98	-1	24
35	-9	1	3	-12
36	13	0.98	11	1
37	-10	1.1	12	6
38	-9	0.85	8	-5
39	-10	0.95	18	2
40	-11	1	10	-9

The results go on.
no.	structure	mIAP block	ATG4B inhibitor	hIAP block	Apaf1 inhib	hIAP act
41	CC(=O)c1nc2ccccc2n1S(=O)(=O)c1ccc(Cl)cc1	9	3	14	-5	0.86
42	C/C(=N\NC(=O)c1cc(O)cc(O)c1)c1ccc(NC(=O)Cc2ccccc2)cc1	50*	-9	-3	8	1
43	O=C(CSC1=NS(=O)(=O)c2ccccc2N1)Nc1ccccc1F	5	-1	-1	8	1
44	O=C(COc1ccccc1Br)NCc1ccco1	3	-1	6	-6	0.94
45	CCN(CC)CCN(C(=O)c1cccc([N+](=O)[O-])c1)c1nc2ccc(OC)cc2s1	-11	-1	7	7	0.93

no.	TIM10 inh	mIAP activ	NLRP3 yeast inh	tim10-1 inh
41	-7	0.91	-3	14
42	6	0.49	-3	1
43	-4	0.95	10	11
44	8	0.97	6	9
45	-4	1.1	6	13

Bioassay records deposited in PubChem by Sanford-Burnham Center for Chemical Genomics.

Random draw from the library (roughly 4.5% active in at least one column).
